YAP1 CTGF inhibition – reduction of CTGF mRNA in DLD1 cells – DLD1 colon cancer cells, RT-qPCR, single point, primary screen (AID 743449). DLD1 CTGF mRNA qPCR, 24 h; active compounds read high. inhibition, % at 12.5 µM. 0.9% of 9,900 active;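 active = mean normalized replicate activity at least 50 and at least half of replicates each reaching 50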;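 also: 0% = neutral control wells and 100% = dasatinib control wells; higher means stronger suppression of CTGF expression like dasatinib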
Pax4 mRNA alpha TC1 – activators of Pax4 gene expression, primary screen, RT-PCR, mouse alpha TC1 cells, single point (AID 1053180); 0.2% of 9,600 active; activation, % at 10 µM; mouse alpha TC1 cells, Pax4 mRNA qPCR, 6 days; active compounds read high; 100% = Pax4 plasmid added at qPCR;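 active = highest normalized replicate activity of 15 or more, or at least half the replicates reach 15 or more; inactive = neither condition met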;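 also: pax4 Ct normalized to GAPDH with activation seen as lower delta delta Ct; plate controls were plate neutral control wells for no effect and Pax4 plasmid positive control for full effect; each compound tested in two replicate wells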
The depositor's hits bear a star; / = no result given.

> C/C=C/c1ccc(C2[C@@H]3CN(Cc4ccccn4)C[C@H]2N3)cc1 (some centres undefined)
  YAP1 CTGF inhibition: 32 | Pax4 mRNA alpha TC1: 0.0

> CN1c2ccc(Br)cc2[C@H]2NCC[C@H]2[C@H]1CO
  YAP1 CTGF inhibition: -23 | Pax4 mRNA alpha TC1: 0.0

> O=C(Cc1ccncc1)N1CCCCN2[C@H](CO)[C@@H](c3ccc(C#Cc4ccccc4F)cc3)[C@@H]2C1
  YAP1 CTGF inhibition: 39 | Pax4 mRNA alpha TC1: 0.0

> C[C@@H]1CN([C@@H](C)CO)C(=O)CCCn2nncc2CO[C@H]1CN(C)C(=O)Oc1cccc2ccccc12
  YAP1 CTGF inhibition: 0 | Pax4 mRNA alpha TC1: 0.0

> C/C=C/c1ccc(C2[C@@H]3CN(Cc4cncnc4)C[C@H]2N3)cc1 (some centres undefined)
  YAP1 CTGF inhibition: -41 | Pax4 mRNA alpha TC1: 0.0

> C[C@H]1CN([C@@H](C)CO)C(=O)CCCn2nncc2CO[C@@H]1CN(C)C(=O)Oc1cccc2ccccc12
  YAP1 CTGF inhibition: 7 | Pax4 mRNA alpha TC1: 0.0

> C/C=C/c1ccc(C2[C@@H]3CN(S(C)(=O)=O)C[C@H]2N3)cc1 (some centres undefined)
  YAP1 CTGF inhibition: -78 | Pax4 mRNA alpha TC1: 0.0

> O=C(O)C[C@H]1CC[C@@H]2NC[C@H](O)COC[C@H]2O1
  YAP1 CTGF inhibition: -4 | Pax4 mRNA alpha TC1: 0.0

> COc1ccccc1CN1[C@H](CO)[C@H](c2ccccc2)C12CN(C(=O)Cc1ccccc1)C2
  YAP1 CTGF inhibition: -16 | Pax4 mRNA alpha TC1: /

Sorted by molar mass (descending): 4 of the compounds above.
> O=C(Cc1ccncc1)N1CCCCN2[C@H](CO)[C@@H](c3ccc(C#Cc4ccccc4F)cc3)[C@@H]2C1
  YAP1 CTGF inhibition: 39 | Pax4 mRNA alpha TC1: 0.0

> COc1ccccc1CN1[C@H](CO)[C@H](c2ccccc2)C12CN(C(=O)Cc1ccccc1)C2
  YAP1 CTGF inhibition: -16 | Pax4 mRNA alpha TC1: /

> C/C=C/c1ccc(C2[C@@H]3CN(Cc4cncnc4)C[C@H]2N3)cc1 (some centres undefined)
  YAP1 CTGF inhibition: -41 | Pax4 mRNA alpha TC1: 0.0

> O=C(O)C[C@H]1CC[C@@H]2NC[C@H](O)COC[C@H]2O1
  YAP1 CTGF inhibition: -4 | Pax4 mRNA alpha TC1: 0.0

Screening data as filed in PubChem.

A portion of the library; rates above refer to the full screens.
